# Source: PubChem BioAssay
# SW480 rereplic: A quantitative high throughput screen for small molecules that induce DNA re-replication in SW480 colon adenocarcinoma cells | SW480 DNA re-replication, Hoechst DNA content imaging, 48 h | Potency, µM (highest dose often 46.1 µM), without a hit: at the top dose re-replication activation, actives largely listed as activators | 340,000 tested, 1.8% active; also: potency is read from the fitted curve at half-maximal effect; % of control where 0% means no effect; nearly all actives have a fitted effect of over 55% in size
#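 SW480 cells exposed to compounds for 48 hr at 37 C, 5% CO2, then Hoechst-stained 40 min. Nuclear DNA content imaged by fluorescence scanning (405 nm excitation, 500-530 nm emission); re-replication scored as increased high-intensity nuclei.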
# DRD3 antagonist: qHTS of D3 Dopamine Receptor Antagonist: qHTS. D(3) dopamine receptor (Homo sapiens), P35462. D3R cells, DiscoveRx beta-arrestin luminescence, antagonist mode; active compounds read low. max response, negative = inhibition, %. 360,000 tested, 2.5% active. AID 652054, 2013; in the data active = max response below about -50%; inconclusive = no clear call, values can overlap the other calls; also: % is scaled to controls: 0 for no effect and ±100 for the full control effect; mostly tested at two doses, the higher about 12 µM
# Target sequence (P35462 whole entry, looked up): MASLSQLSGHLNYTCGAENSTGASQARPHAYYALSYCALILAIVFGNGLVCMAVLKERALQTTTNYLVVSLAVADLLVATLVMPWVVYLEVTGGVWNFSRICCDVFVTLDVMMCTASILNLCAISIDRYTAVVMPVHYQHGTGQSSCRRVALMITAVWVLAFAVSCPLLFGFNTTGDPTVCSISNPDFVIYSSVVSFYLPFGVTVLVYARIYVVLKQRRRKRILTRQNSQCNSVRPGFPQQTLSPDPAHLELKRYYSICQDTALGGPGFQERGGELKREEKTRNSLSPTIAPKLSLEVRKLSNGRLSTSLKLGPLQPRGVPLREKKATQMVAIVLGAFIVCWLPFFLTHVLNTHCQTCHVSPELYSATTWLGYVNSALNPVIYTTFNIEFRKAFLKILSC
#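 Cells plated overnight at 1500 cells/well, then exposed to library compounds with dopamine controls for 90 minutes at 37 degrees C. DiscoveRx reagent added for 30–60 minutes at room temperature; luminescence read, quantitative HTS format.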
# DRD3 agonist: qHTS of D3 Dopamine Receptor Agonist: qHTS; 410,000 tested, 0.58% active; D3R DiscoveRx beta-arrestin cells, luminescence, 90 min; D(3) dopamine receptor (Homo sapiens), P35462; max activation, %; in the data active = max activation above about 30%; also: 0% is about no effect; mostly tested at two doses, the higher about 12 µM
#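 Agonist-mode cell screen: cells plated at 1500/well and incubated overnight at 37 °C, then exposed to library compounds for 90 min at 37 °C. Detection reagent was added for 30–60 min at room temperature, and luminescence was read.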
# KB-3-1 tox: qHTS assay for MDR1-selective chemotherapeutics: Primary screen using the parental adenocarcinoma cell KB-3-1 | AID 1347075, 2019 | Potency, µM (doses to about 46.1 µM), inactives show at the top dose activity change, negative = cytotoxic, most hits filed as cytotoxic | 400,000 tested, 1.4% active | KB-3-1 viability, CellTiter-Glo ATP luminescence, 72 h; also: potency is read from the fitted curve at half-maximal effect; % is scaled to controls: 0 for no effect and ±100 for the full control effect; nearly all actives have a fitted effect of over 60% in size
#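 Cells are dispensed, compounds pinned in, plates held at 37 °C for 72 h, then CellTiter-Glo is added and luminescence read after 10 minutes. Cell line: parental KB-3-1 in phenol-red-free DMEM, 10% FBS.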
# IL1B secr inh: qHTS for Inhibitors of Inflammasome Signaling: IL-1-beta AlphaLISA Primary Screen | THP-1 LPS/ATP IL-1B secretion, AlphaLISA, 16 h; active compounds read low | AID 743279, 2014 | activity change, % at 57.5 µM | 360,000 tested, 4.7% active; in the data active = activity change below about -50%; inconclusive = mostly about -30% to -49%; also: % is scaled to controls: 0 for no effect and ±100 for the full control effect
#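 Secreted IL-1B measured by AlphaLISA bead assay after 16 h compound exposure of THP-1 cells; compounds (final up to 57.5 uM) added 1 h before LPS (250 ng/mL) and ATP (1.25 mM) stimulation; lower signal means less secretion.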
# HT1080 IDH1KD tx: qHTS for induction of synthetic lethality in tumor cells producing 2HG: qHTS for the HT-1080-IDH1KD cell line | HT-1080 IDH1 knockdown viability, ATP luminescence, 48 h | Potency, µM (doses to about 46.1 µM), inactives show at the top dose activity, negative = toxicity, usual class: cytotoxic | 360,000 tested, 2% active | AID 686971, 2013;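 also: potency is read from the fitted curve at half-maximal effect; 0% = DMSO wells and -100% = cell-free medium wells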
#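 Knockdown cells (IDH1KD HT-1080) received compounds 2 h after plating at 750 cells/well and were kept 48 h at 37 °C in 5% FBS RPMI. A CellTiter-Glo luminescence read gave % activity for curve fitting.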
# GLP-1R agonist: qHTS of GLP-1 Receptor Agonists; HEK293 GLP-1R CRE-luciferase, luminescence, 4-6 h; cells express a hypersensitive GLP-1R form; Potency, µM (top dose mostly 45.6 µM), for inactives: at the highest dose activation, most hits filed as activators; 380,000 tested, 0.007% active; AID 624172, 2012; also: potency is read from the fitted curve at half-maximal effect; % of control where 0% means no effect
# Target sequence (P43220 whole entry, looked up): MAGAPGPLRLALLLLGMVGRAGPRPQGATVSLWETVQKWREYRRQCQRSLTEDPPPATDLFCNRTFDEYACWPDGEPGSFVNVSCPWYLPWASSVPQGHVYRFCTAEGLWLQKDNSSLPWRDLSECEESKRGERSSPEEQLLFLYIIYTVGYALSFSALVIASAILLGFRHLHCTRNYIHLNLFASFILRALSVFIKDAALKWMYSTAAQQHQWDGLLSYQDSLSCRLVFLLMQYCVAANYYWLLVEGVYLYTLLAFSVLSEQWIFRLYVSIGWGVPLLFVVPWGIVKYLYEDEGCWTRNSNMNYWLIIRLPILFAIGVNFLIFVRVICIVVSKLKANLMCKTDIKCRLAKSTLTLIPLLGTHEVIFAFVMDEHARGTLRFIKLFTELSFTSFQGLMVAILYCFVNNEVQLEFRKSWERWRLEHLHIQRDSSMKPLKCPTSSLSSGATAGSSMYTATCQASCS
# KB-V1 cytotox: qHTS assay for MDR1-selective chemotherapeutics: Primary screen using the drug-selected MDR subline cells KB-V1. KB-V1 MDR cells viability, CellTiter-Glo, 72 h. Potency, µM (highest dose often 46.1 µM), for inactives: at the top dose activity change, negative = cytotoxicity, actives largely listed as cytotoxic. 400,000 tested, 3.4% active; also: potency is read from the fitted curve at half-maximal effect; % is scaled to controls: 0 for no effect and ±100 for the full control effect; nearly all actives have a fitted effect of over 60% in size
#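 qHTS viability screen in drug-selected KB-V1 MDR cells: 72 h compound treatment at 37 degrees C, ATP luminescence end point.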
# HT1080-NT tox: qHTS for induction of synthetic lethality in tumor cells producing 2HG: qHTS for the HT-1080-NT fibrosarcoma cell line | HT-1080-NT fibrosarcoma viability, CellTiter-Glo ATP luminescence, 48 h | Potency, µM (top dose mostly 46.1 µM), inactives show at the highest dose activity, negative = less viability, usual class: cytotoxic | 360,000 tested, 1.6% active | AID 686970, 2013;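 also: NT is the 2HG producing partner of a matched IDH1 knockdown line; potency is read from the fitted curve at half-maximal effect; 0% = DMSO-treated cells and -100% = media-only wells without cells; nearly all actives have a fitted effect of over 55% in size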
#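 Compounds were tested in concentration-response format on HT-1080-NT cells for 48 hours at 37 degrees C. Cell viability came from CellTiter-Glo luminescence; curves were classified by r2, response magnitude and activity.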
# * hit, by the source's call; ? = inconclusive; nt = not tested or not shown; & = joins results of further samples; [ ] = remark or other dose. Unless noted, calls follow the shape of the dose curve; as a rule, active = well fitted curve in the direction sought with a large enough effect; inconclusive = small, poorly fitted or top-dose-only effect, or another doubt; inactive = no such curve, though single readings can be large; an effect the other way counts as inactive or inconclusive.
# Each structure is followed by: SW480 rereplic | DRD3 antagonist | DRD3 agonist | KB-3-1 tox | IL1B secr inh | HT1080 IDH1KD tx | GLP-1R agonist | KB-V1 cytotox | HT1080-NT tox
C=CC[C@H](CC(=O)NCCO)C(=O)N[C@H](COC(=O)[C@H](CC=C)CC(=O)OC(C)(C)C)c1ccccc1
    -6% | 12 | 1 | 10% | 15 | 10% | -4% | 13% | 11%
Nc1c(C(=O)CSc2nccn2-c2ccc(Cl)cc2)c(=O)[nH]c(=O)n1C1CC1
    -5% | -4 | -3 | 0% | -13 | 1% | 1% | 11% | -1%
Cc1c(NS(=O)(=O)c2ccc3c(c2)Cc2ccccc2-3)c(=O)n(-c2ccccc2)n1C
    -3% | -4 | -1 | 0% | 8 | 9% | -5% | 11% | 12%
Cc1cccc(NC(=O)C2CCN(C(=O)c3ccccc3C)CC2)n1
    -8% | -3 | 1 | 4% | 7 | 0% | 4% | 15% | 10%
O=C(NCc1ccccc1)C1=C[C@@H](c2ccccc2)C[C@@H](OCc2ccc(CO)cc2)O1
    12% | -10 | -15 | 0% | -18 | -7% | 1% | -5% | -1%
CC(=O)N(C(C)=O)c1c(N2CCCC2)c2ccccc2oc1=O
    -1% | 9 | -7 | -4% | 2 | -3% | -2% | -14% | 2%
COc1ccc(OCC(=O)N2c3ccccc3CC2C)c([N+](=O)[O-])c1 (configuration not stated)
    -3% | 19 | -1 | -4% | -14 | 2% | 19% | -17% | -1%
COc1cc(NC(=S)NCCc2c[nH]c3ccccc23)c(OC)cc1Cl
    21% | 6 | -3 | -12% | -66* | ? | 3% | ? | ?
CC(C)(C)OC(=O)C[C@H]1C/C=C\C[C@@H](CC(=O)NCCO)C(=O)NCCOC1=O
    -7% | -8 | -2 | 10% | 7 | 4% | -6% | 33% | 8%
COc1cc(/C=N/NC(=O)Cc2nnc(N)s2)cc(OC)c1OC
    -11% | 5 | 5 | 8% | 33 | 14% | 6% | 6% | 4%
COc1ccc(-c2cc(C(=O)NNC3=NCCC3)c3c(C)nn(-c4ccccc4)c3n2)cc1
    3% | 7 | 1 | -25% | 0 | ? | -1% | ? | 0%
S=C(NCCc1ccccn1)Nc1ccccc1Cl
    9.2µM* | 19 | 0 | -1% | 9 | 7% | -1% | -5% | 13%
COc1ccc(NC(=O)Nc2c(C)n(C)n(-c3ccccc3)c2=O)cc1
    -4% | ? | -1 | -14% | 3 | 1% | 10% | -4% | -4%
N/C(=N\N=C\c1cccc(O)c1)c1nonc1N
    1% | 6 | 4 | -19% | -13 | ? | 0% | ? | ?
COc1ccc2[nH]cc(CCNC(=O)Nc3ccccc3)c2c1
    -9% | -19 | -8&1 | 2%&2% | 0 | -6% | 6% | ? | 3%
CCOC(=O)N1CCN(Cc2c(NC(=O)c3ccco3)sc(C)c2C)CC1
    0% | 3 | 5 | -4% | 7 | 6% | 9% | 0% | 8%
CCN(CC)CC(=O)Nc1nn(-c2ccccc2)nc1C(N)=O
    3% | 1 | 2 | -6% | -20 | -4% | 17% | 7% | 15%
Cc1ccc(Cn2nc(-c3ccccc3)nc2-c2ccccc2)cc1
    8% | 3 | 1 | 1% | -9 | 6% | 1% | ? | 5%
COC(=O)C[C@@H]1C[C@@H]2c3cc(NS(=O)(=O)c4ccc(F)cc4)ccc3O[C@@H]2[C@@H](CO)O1
    nt | 0 | 1 | 0% | 8 | 4% | 3% | -2% | 4%
CN(NC(=O)c1ccccc1Cl)c1ncc(C(F)(F)F)cc1Cl
    -34%[inhibitor] | 9 | -8 | ? | nt | -10% | 6% | -5% | 1%
CC1CCCN(CCCNC(=O)C2CCC(CNS(=O)(=O)c3cccc4nsnc34)CC2)C1 (configuration not stated)
    0% | -3 | -5 | -3% | ? | -1% | -2% | ? | -1%
Cc1nn(C)c(C)c1CN(C)S(=O)(=O)c1ccc(F)cc1
    -4% | 17 | 1 | -21% | 28 | ? | 1% | 0% | -13%
CCCOc1ccc(C(=O)NC(=S)Nc2nc(C)c(C(=O)N(C)C)s2)cc1
    -8% | 12 | -12 | 11% | 18 | -20% | -4% | 21µM* | ?
COCCSc1nc2c(c(=O)[nH]c(=O)n2C)n1CCC(C)C
    -5% | -16 | -9 | -13% | -1 | -11% | -4% | -2% | -3%
Cc1ccc(NC(=O)c2onc(C)c2Cl)cc1
    -16% | -4 | 4 | -3% | 6 | -5% | 4% | 23% | 0%
Cc1ccsc1C(=O)Nc1cc(Cl)ccc1-n1cncn1
    -35%[inhibitor] | 14 | 5 | 1% | -1 | 1% | 25% | -9% | 0%
COc1ccc(C(C(=O)NC2CCCCC2)N(Cc2cccs2)C(=O)Cc2c[nH]c3ccccc23)cc1OC (configuration not stated)
    28% | 28 | 2 | ? | ? | ? | 0% | 8.2µM* | ?
COc1ccc(S(=O)(=O)N2CCCCC2)cc1NC(=O)Cn1c(=O)cnc2ccccc21
    3% | -4 | -2 | -13% | -2 | 0% | -3% | -26% | -1%
Cc1ccc(N2C(=O)N(CC(=O)NC(N)=O)C(=O)C2C)cc1 (configuration not stated)
    1% | 9 | 4 | -1% | 0 | 0% | 1% | 1% | -6%
Cc1ccc(/C=N/NC(=O)CSc2nc3nc(C)cc(C)n3n2)cc1
    -10% | 11 | 8 | 3% | 37 | 2% | 1% | 7% | 7%

# The list goes on, starting with the last 5 of the part before.
# Each structure is followed by: SW480 rereplic | DRD3 antagonist | DRD3 agonist | KB-3-1 tox | IL1B secr inh | HT1080 IDH1KD tx | GLP-1R agonist | KB-V1 cytotox | HT1080-NT tox
Cc1ccsc1C(=O)Nc1cc(Cl)ccc1-n1cncn1
    -35%[inhibitor] | 14 | 5 | 1% | -1 | 1% | 25% | -9% | 0%
COc1ccc(C(C(=O)NC2CCCCC2)N(Cc2cccs2)C(=O)Cc2c[nH]c3ccccc23)cc1OC (configuration not stated)
    28% | 28 | 2 | ? | ? | ? | 0% | 8.2µM* | ?
COc1ccc(S(=O)(=O)N2CCCCC2)cc1NC(=O)Cn1c(=O)cnc2ccccc21
    3% | -4 | -2 | -13% | -2 | 0% | -3% | -26% | -1%
Cc1ccc(N2C(=O)N(CC(=O)NC(N)=O)C(=O)C2C)cc1 (configuration not stated)
    1% | 9 | 4 | -1% | 0 | 0% | 1% | 1% | -6%
Cc1ccc(/C=N/NC(=O)CSc2nc3nc(C)cc(C)n3n2)cc1
    -10% | 11 | 8 | 3% | 37 | 2% | 1% | 7% | 7%
COC(=O)c1sc(NC(=S)NC(=O)c2cc(OC)c(OC)c(OC)c2)nc1C
    -5% | 2 | 3 | -39% | -2 | -5% | -6% | -17% | 2%
CN(C)CCCNC(=O)C[C@H]1C[C@H](C(=O)N2CCCCC2)[C@@]2(CCc3ccccc3)c3[nH]c4cc(-c5ccco5)ccc4c3CCN2C1=O
    6% | -25 | -15 | ? | -8 | ? | 1% | ? | 26µM*
CCOc1ccc(N2C(=O)CC(N3CCN(C(=O)CN4CCCC4)CC3)C2=O)cc1 (configuration not stated)
    -2% | 11 | -2 | 11% | 9 | -3%[9.24 µM] | -3% | 11% | 4%
Cc1oc(-c2ccccc2Cl)nc1CN(Cc1ccccn1)C[C@@H]1CCC(=O)N1
    -5% | -10 | -2 | 0% | 4 | -6% | 4% | -3% | 0%
Cn1cccc1C1C(C#N)=C(N)OC2=C1C(=O)CC(C)(C)C2 (configuration not stated)
    -6% | 22 | -1 | 7% | 10 | 2% | -2% | 0% | 8%
Cc1ccc2nc(-c3ccc(F)cc3)c(Cc3cccc(Cl)c3)n2c1
    nt | 0 | 2 | -11% | -1 | ? | -5% | ? | ?
CCN(CC(=O)Nc1ccc2c(c1)OCCO2)CC(=O)Nc1ccc(C)c(S(=O)(=O)N(C)C)c1
    2% | 7 | -2 | 10% | -1 | 0% | 0% | 3% | 9%
CC(NC(=O)NNC(N)=S)(C(F)(F)F)C(F)(F)F
    -4% | -29 | -27 | 1% | -5 | -12% | 4% | 3% | -8%
CCC(CO)Oc1cc(NC(=O)c2cccc3ccccc23)c2ncn(C(C)C)c2c1 (configuration not stated)
    -6%[9.22 µM] | 0 | -1 | -25% | -68* | -2% | -3% | 3% | -11%
CCC(C)c1ccc(NC(=O)c2cccnc2)cc1 (configuration not stated)
    ? | 3 | -12 | -5% | 27 | ? | -4% | 21µM* | -6%
CC(C(=O)N1c2ccccc2CC1C)N1CCN(S(=O)(=O)c2ccccc2F)CC1 (configuration not stated)
    -19% | -17 | -9 | -11% | 0 | -1% | -2% | 11% | -1%
COc1ccc2[nH]c(=O)c(CN(C)C(=O)C3CCCCC3)cc2c1
    0% | 7 | 1 | -7% | 8 | 1% | -7% | -16% | 6%
CCC(=O)Nc1cc2c(cc1Cl)-c1ccccc1C2
    10% | 0 | -3 | 4% | 2 | -15% | -10% | -2% | -12%
CCC(CC)C(=O)c1c[nH]c(C(=O)N2CCN(c3ccccc3)CC2)c1
    1% | -4 | -31 | 10% | -15 | 0% | 1% | -24% | 1%

# Taken from the entries so far, 2 compounds:
# Each structure is followed by: SW480 rereplic | DRD3 antagonist | DRD3 agonist | KB-3-1 tox | IL1B secr inh | HT1080 IDH1KD tx | GLP-1R agonist | KB-V1 cytotox | HT1080-NT tox
COC(=O)c1sc(NC(=S)NC(=O)c2cc(OC)c(OC)c(OC)c2)nc1C
    -5% | 2 | 3 | -39% | -2 | -5% | -6% | -17% | 2%
CN(C)CCCNC(=O)C[C@H]1C[C@H](C(=O)N2CCCCC2)[C@@]2(CCc3ccccc3)c3[nH]c4cc(-c5ccco5)ccc4c3CCN2C1=O
    6% | -25 | -15 | ? | -8 | ? | 1% | ? | 26µM*
